L major viab: reduces viability of Leishmania major promastigotes; resazurin fluorescence viability; inhibition, % at 10 µM; 200,000 tested, 9% active; in the data active = inhibition above about 50%;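 note: promastigotes grown with compound for 44 hours at 28 °C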
TNAP inh no acc: inhibitors of human TNAP without phosphate acceptor; P05186; AID 1012; 200,000 tested, 0.26% active; inhibition, % at 20 µM; purified TNAP, CDP-star luminescence, 30 min;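 active = tissue-nonspecific alkaline phosphatase inhibition above about 50% at 20 µM in the single-dose screen, limit read from the data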;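 note: 0% = DMSO negative control and 100% = EDTA positive control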
PMI activator: phosphomannose isomerase (human) activation; purified human PMI, coupled resazurin fluorescence, 20 min; active compounds read high; 1 = vehicle control, 0 substrate-free wells; activation factor at 20 µM; 190,000 tested, 0.005% active;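 active = activation factor of 2 or more at 20 µM, relative to plate controls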
Target sequence (P34949 whole entry, looked up): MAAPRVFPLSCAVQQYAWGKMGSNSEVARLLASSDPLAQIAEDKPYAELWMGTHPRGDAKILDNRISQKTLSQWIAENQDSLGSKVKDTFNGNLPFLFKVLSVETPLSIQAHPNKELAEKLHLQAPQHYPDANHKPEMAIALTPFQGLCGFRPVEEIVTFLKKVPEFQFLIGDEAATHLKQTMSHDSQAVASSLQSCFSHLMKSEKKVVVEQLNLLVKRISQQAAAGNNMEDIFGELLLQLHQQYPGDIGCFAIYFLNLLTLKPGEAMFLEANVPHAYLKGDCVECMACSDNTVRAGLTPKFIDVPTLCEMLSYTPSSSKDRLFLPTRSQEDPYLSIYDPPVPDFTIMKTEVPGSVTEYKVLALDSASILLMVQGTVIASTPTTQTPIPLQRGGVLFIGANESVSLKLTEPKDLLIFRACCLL
Redox H2O2 prof: compounds producing H2O2 with reducing agent – biochemical, NIH compound library profiling, artefact control for MLSCN library redox annotation, primary screen; DTT-dependent redox cycling H2O2, phenol red/HRP absorbance; 100% = 100 µM peroxide control, 0% = buffer; activation, % at 10 µM; 200,000 tested, 0.03% active; AID 878;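 active = activation of at least 50% relative to the plate's high and low controls in the primary single-dose screen; inactive = activation below 50%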;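 note: compound incubated with DTT at 0.8 mM final as the reducing agent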
RAM network inh: blocks the yeast RAM network; S. cerevisiae dse1pr::URA3 reporter, 5-FOA growth OD615, 2 d; analog-sensitive cbk1-as2 kinase mutant strain; inhibition, % at 50 µM; 190,000 tested, 1.8% active;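 active = inhibition above a set limit, 3 SD over mean compound inhibition, cut at about 8.4% in these data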;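 note: 0% = DMSO-only wells with no growth and 100% = 10 µM 1-NA-PP1 full growth; inhibition rescues growth on 5-FOA so higher OD means more RAM inhibition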
TNAP inh hi DEA: inhibitors of human TNAP at high phosphate acceptor concentration; P05186; AID 1135; purified TNAP, CDP-star luminescence, 1 M DEA; 200,000 tested, 0.03% active; inhibition, % at 20 µM;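 active = over 50% inhibition of tissue-nonspecific alkaline phosphatase at 20 µM in the single-dose screen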;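 note: plate controls were DMSO wells for no effect and EDTA-quenched wells as full inhibition for full effect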
PMI act satM6P: PMI (human) activation, high substrate; coupled PMI enzyme assay, resazurin fluorescence, 20 min; active compounds read high; 1 = untreated enzyme, 0 = substrate-free blank; AID 1216; 190,000 tested, 0.34% active; activation factor at 20 µM; P34949;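 active = activation factor of 2 or more at 20 µM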
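Test system: human phosphomannose isomerase with PGI, G6PDH, diaphorase coupling enzymes / Doses: 20 µM compound, 1% DMSO / Times: enzyme reaction with compound 20 min at room temperature / Measured by: Diaphorase-driven resazurin-to-resorufin fluorescence, excitation 544, emission 590 nm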
HMGR II inh: E. faecalis class II HMG-CoA reductase inhibition; purified E. faecalis HMGR, NADPH absorbance 340 nm kinetic; inhibition, % at 10 µM; 190,000 tested, 0.41% active;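 active = inhibition above a set limit, the median over all tested compounds plus 3 SD, cut at about 9.5% in these data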;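 note: enzyme runs in reverse so mevalonate oxidation gives rising NADPH absorbance; 0% = complete reaction with DMSO and 100% = background rate lacking mevalonate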
S1P3 antagonist: blocks the human S1P3 receptor. CHO S1P3 NFAT-BLA reporter, FRET fluorescence, antagonist mode. 170,000 tested, 0.27% active. inhibition, % at 4.98 µM. Q99500;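 active = inhibition above the plate cutoff, the mean inhibition of test wells on that plate plus 3 SD, cut at about 28% in these data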;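 note: cells challenged with S1P at its EC80 of 0.8 µM; blue over green emission ratio from cleaved BLA substrate after 4 h stimulation; 0% = S1P-stimulated wells and 100% = unstimulated DMSO-only wells; some compounds past the cut are filed as inactive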
Target sequence (Q99500 whole entry, looked up): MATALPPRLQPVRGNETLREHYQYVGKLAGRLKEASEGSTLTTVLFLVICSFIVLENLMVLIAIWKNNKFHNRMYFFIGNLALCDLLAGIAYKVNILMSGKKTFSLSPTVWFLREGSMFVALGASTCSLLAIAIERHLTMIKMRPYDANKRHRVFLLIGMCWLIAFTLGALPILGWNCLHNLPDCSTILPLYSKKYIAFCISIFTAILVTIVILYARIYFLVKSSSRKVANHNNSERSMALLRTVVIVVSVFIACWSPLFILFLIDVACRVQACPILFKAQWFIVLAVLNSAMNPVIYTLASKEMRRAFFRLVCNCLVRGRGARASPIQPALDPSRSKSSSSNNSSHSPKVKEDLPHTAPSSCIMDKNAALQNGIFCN
Hsp70 activator: transcriptional activators of Hsp70. HeLa Hsp70 promoter luciferase reporter, luminescence; scaled: vehicle 0, proteasome-inhibitor control 100%. activation, % at 10 µM. 200,000 tested, 0.04% active. AID 1203;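 active = activation above the mean across all tested compounds plus 3 SD, cutoff set per campaign, cut at about 5.5% in these data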;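 note: 100% = MG132 at 30 µM as the positive control and 0% = DMSO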
* marks the source's active call; other numbers are inactive results; · = no result given; & = joins results of further samples.

SMILES | L major viab | TNAP inh no acc | PMI activator | Redox H2O2 prof | RAM network inh | TNAP inh hi DEA | PMI act satM6P | HMGR II inh | S1P3 antagonist | Hsp70 activator
Cc1ccc(CSCCNC(=O)CN2C(=O)c3ccccc3S2(=O)=O)cc1 | -2.1 | -2.0 | 1 | 1.4 | 1.9 | 1.4 | 1.1 | -1.1 | · | 0.4
CCOC(=O)Cc1csc(N/C(=N/S(=O)(=O)c2ccc(F)cc2F)c2ccccc2)n1 | -3.9 | -14.9 | 1 | 0.4 | 1.7 | -0.6 | 1 | -7.8 | 4.8 | -0.5
CCOc1ccccc1-n1nnnc1SC(C)C(=O)OC (stereo unspecified) | 1.1 | -1.4 | 1 | -1.8 | 0.1 | -1.9 | 1 | -0.7 | 7.2 | -0.1
N#Cc1cc(-c2ccccc2)nnc1Sc1ccccc1 | -3.7 | -19.3 | 0.9 | 0.7 | 3.0 | -2.5 | 0.9 | -4.6 | · | -0.3
CC1(C)C(=O)Nc2ccccc2N1C(=O)COC(=O)C12CC3CC(CC(O)(C3)C1)C2 | 3.4 | -12.8 | 1 | 1.0 | 0.5 | -6.4 | 1 | 0.3 | -26.1 | -0.3
CC1=C(c2ccc(Cl)cc2)[N+](=O)C(C)(C)N1[O-] | -6.0 | -10.8 | 0.6 | 0.8 | 0.4 | -3.7 | 1 | 2.1 | -0.6 | -0.4
Cc1cccc(NC(=O)C2CCCN2/C=C/C(=O)C(F)(F)F)c1C (stereo unspecified) | -3.2 | -19.1 | 1 | -0.4 | 1.4 | -0.8 | 1 | -2.5 | -3.9 | -0.2
CCN(CC)C(=O)c1cc2cc(Br)ccc2oc1=O | -5.5 | -13.8 | 1 | 3.5 | 0.8 | -3.2 | 1 | -5.6 | -1.9 | -0.3
COC(=O)c1c(NC(=O)c2ccc(Br)s2)sc2c1CCC2 | -2.2 | -4.1 | 0.9 | 1.3 | 8.0 | -5.0 | 1 | -3.2 | 15.9 | 0.0
COc1ccccc1N1CCN(S(C)(=O)=O)CC1 | -3.8 | -5.6 | 1 | 1.2 | 0.3 | -4.3 | 1.1 | -6.2 | · | 0.0
Cc1cccc(NC(=O)c2ccc(COc3ccc4ccccc4c3)o2)n1 | -0.5 | -6.4 | 0.8 | 2.8 | 2.6 | -7.4 | 0.7 | -1.3 | -17.3 | -0.3
CC(CN1CCOCC1)c1ccccc1 (stereo unspecified) | 5.5 | 4.8 | 1.2 | 0.7 | 0.3 | -2.8 | 1.1 | 0.8 | · | -0.2
O=C(CCc1ccccc1)Nc1nnc(-c2ccc3c(c2)CCCC3)o1 | 11.8 | -13.8 | 1 | -1.3 | 0.8 | -3.8 | 1 | -0.9 | -14.4 | -0.2
O=C1CC(c2ccco2)CC2=C1C1c3ccccc3C(=O)N1c1ccccc1N2 (stereo unspecified) | 19.8 | -6.2 | 0.9 | -1.1 | 2.5 | -1.1 | 1 | 1.6 | 15.1 | 0.0
Cc1ccc(C2NC(=O)c3ccccc3N2)s1 (stereo unspecified) | 0.0 | 5.9 | 1.1 | 1.9 | 3.2 | -4.2 | 1.2 | 1.5 | -1.6 | 0.2
COc1cc(/C=N/NC(=O)C(=O)Nc2ccccn2)ccc1O | -1.5 | -14.7 | 0.9 | -0.5 | 4.9 | -3.3 | 1 | -0.6 | -19.2 | -0.3
CCOC(=O)NC1(C(F)(F)F)N=C(c2ccccc2)NC1=O (stereo unspecified) | -6.5 | -9.9 | 0.9 | 2.9 | 3.5 | -3.2 | 1 | -5.4 | 12.7 | -0.1
CC(C)N(CCc1ccncc1)C(=S)Nc1ccc(F)c(Cl)c1 | 13.5 | -10.5 | 0.9 | 5.3 | 2.5 | -3.7 | 1 | 0.9 | 0.0 | 0.1
Cc1ccc(-n2c(C)cc(C(=O)CN3CCOCC3)c2C)cc1 | 6.0 | -13.5 | 1.1 | -0.3 | 0.4 | -4.3 | 1 | -1.8 | -1.5 | 0.0
Cc1ccc(C(=O)OC(C)CN2CCOCC2)cc1 (stereo unspecified) | -9.4 | -7.9 | 1.2 | -0.1 | 0.8 | -2.2 | 1.1 | -5.5 | -3.1 | 0.0

The final 3 records of the section above lead into the next.
SMILES | L major viab | TNAP inh no acc | PMI activator | Redox H2O2 prof | RAM network inh | TNAP inh hi DEA | PMI act satM6P | HMGR II inh | S1P3 antagonist | Hsp70 activator
CC(C)N(CCc1ccncc1)C(=S)Nc1ccc(F)c(Cl)c1 | 13.5 | -10.5 | 0.9 | 5.3 | 2.5 | -3.7 | 1 | 0.9 | 0.0 | 0.1
Cc1ccc(-n2c(C)cc(C(=O)CN3CCOCC3)c2C)cc1 | 6.0 | -13.5 | 1.1 | -0.3 | 0.4 | -4.3 | 1 | -1.8 | -1.5 | 0.0
Cc1ccc(C(=O)OC(C)CN2CCOCC2)cc1 (stereo unspecified) | -9.4 | -7.9 | 1.2 | -0.1 | 0.8 | -2.2 | 1.1 | -5.5 | -3.1 | 0.0
COc1ccccc1CNC(=O)c1cnccn1 | -4.6 | -20.7 | 1 | -0.3 | 2.7 | -4.4 | 1 | -4.0 | · | -0.2
Cc1ccc(C(=O)NNC(=O)C2CCN(c3nccc(C)n3)CC2)cc1 | -3.2 | -8.2 | 1 | 1.6 | 2.3 | 1.0 | 1.1 | 2.8 | · | -0.3
Cn1nnnc1SCC(=O)N1CCOCC1 | 1.2 | -9.4 | 1.1 | 0.5 | 1.5 | -3.4 | 1.1 | 0.7 | · | -0.1
COc1ccc(-c2cc(C(F)(F)F)nc(N3CCOCC3)n2)cc1 | -2.2 | -6.5 | 0.8 | 1.9 | 4.3 | -5.8 | 0.8 | -5.9 | · | -0.1
CSc1nc2c(cnn2-c2ccc(C)c(C)c2)c(=O)[nH]1 | 4.4 | -14.5 | 1 | -1.2 | 2.7 | -5.3 | 1 | -2.0 | -18.9 | 0.0
O=C(Nc1ccc2c(c1)C(=O)NC2=O)c1ccc(S(=O)(=O)N2CCCC2)cc1 | -6.5 | -3.0 | 1 | -0.3 | 8.4 | -4.2 | 1 | -4.9 | -5.7 | 0.0
COc1ccc(CNc2ccc3c(c2)ncn3-c2ccccc2OC)cc1 | 100.3* | -16.6 | 0.8 | 1.9 | 1.2 | -9.2 | 0.9 | -2.9 | · | -0.4
Cc1ccc(C(=O)Nc2cccc([N+](=O)[O-])c2)cc1S(=O)(=O)Nc1cccc(C(=O)O)c1 | -6.9 | -14.6 | 1.2 | 2.3 | 5.5 | 1.7 | 1.1 | -1.5 | -1.0 | -0.1
O=C(Nc1nc(-c2ccncc2)cs1)c1ccco1 | 8.5 | -6.6 | 1.2 | 1.0 | 0.6 | -0.4 | 1.1 | -6.9 | -6.2 | -0.1
COc1cccc(NC(=O)Cn2c(CCC(=O)O)ccc2-c2ccc(C)cc2)c1 | 3.9 | -1.4 | 1 | -0.9 | 6.3 | -4.5 | 1 | -1.2 | -30.7 | 0.1
COc1ccc(C)cc1NC(=O)C(C)N(c1ccc(C)cc1)S(C)(=O)=O (stereo unspecified) | 1.0 | -4.5 | 0.9 | -4.3 | 2.1 | -1.4 | 0.8 | -3.8 | · | -0.3
Cc1nc2nc[nH]n2c(=O)c1NC(=O)CC12CC3CC(CC(C3)C1)C2 | -3.9&-1.6 | -5.4&-10.2 | 1&1 | -3.2&2.0 | -0.3&0.1 | 0.9&-4.4 | 1&1 | 4.3&-10.3 | 1.9 | -0.1&0.5
COC(=O)CN(C(=S)Nc1ccccc1)C1CC(=O)N(c2ccc(OC)cc2)C1=O (stereo unspecified) | -6.6 | -8.8 | 0.8 | 1.9 | 1.3 | -3.1 | 0.9 | -0.8 | · | -0.5
COC(=O)c1cc2c(ccn2-c2ccc(F)cc2)n1Cc1ccc(OC)cc1 | 99.1* | -18.0 | 0.9 | 1.8 | 15.3* | -4.3 | 0.9 | -3.3 | 0.1 | 0.0
O=C(NCC(=O)N(c1cccc(F)c1)C(C(=O)NC1CCCC1)c1cccnc1)c1cccs1 (stereo unspecified) | -5.7 | -13.4 | 1 | 0.1 | 2.3 | -2.7 | 1 | 1.2 | -4.8 | -0.3
O=C(O)c1cc(-c2ccc3c(c2)OCCO3)n[nH]1 | -7.3 | 57.6* | 1 | 0.3 | 1.2 | -6.6 | 1 | 6.3 | 5.2 | -0.4
Cc1cs/c(=N\N=C2CCCCC2)n1Cc1ccco1 | -9.5 | -17.7 | 0.9 | -0.1 | 0.7 | -1.0 | 0.9 | -4.5 | -11.6 | -0.2
N#Cc1ccc(CSc2nnc(NC(=O)C3CC(=O)N(c4ccc5c(c4)OCCO5)C3)s2)cc1 (stereo unspecified) | -6.2 | -14.1 | 0.9 | -0.6 | 3.5 | -1.0 | 0.9 | 0.2 | -10.4 | -0.2
COc1cccc(C(=O)N2CCN(CCCc3ccccc3)CC2)c1OC | 93.0* | -4.4 | 0.8 | -0.5 | -0.4 | 0.3 | 0.9 | 1.9 | -36.4 | -0.1
Cc1ccc(OCC(=O)Nc2ccc(N(C)C)cc2)cc1 | -1.1 | 6.7 | 1 | 2.1 | 0.3 | -5.3 | 0.9 | -4.4 | 3.5 | -0.4
CC(C)CC(C(=O)O)N1C(=O)C2C3CC(C2C1=O)C1C(c2ccccc2)c2sc(=O)[nH]c2SC31 (stereo unspecified) | -1.7 | -12.2 | 0.9 | 0.3 | 0.9 | -3.3 | 1.1 | -1.9 | -6.7 | -0.2
COc1ccc(C2SCC(=O)N2c2nc3ccccc3s2)cc1 (stereo unspecified) | 9.6 | -10.2 | 0.7 | -1.1 | 4.5 | -3.8 | 0.8 | 2.0 | -0.1 | -0.1
CCCNc1c(F)c(F)c2c(C)c3ccccc3nc2c1F | 22.3 | -1.9 | 1.1 | -3.4 | 0.0 | 1.5 | 0.8 | 0.8 | · | -0.4
CCCCNC(=O)CCCCC(=O)N/N=C/c1cccc(Cl)c1 | 5.2 | 5.8 | 1.1 | 0.1 | 1.4 | -7.5 | 1.1 | 0.8 | 0.7 | -0.3
O=S(=O)(Nc1nc(CN2CCOCC2)nc2sc3c(c12)CCCC3)c1cc(F)ccc1F | -4.7 | -6.8 | 1 | -0.1 | 1.5 | -2.6 | 1 | 0.6 | -16.5 | -0.1
CCOC(=O)c1c(C)[nH]c(N=Nc2cccc(C)c2)c1C | 9.0 | 33.0 | 1 | 0.1 | 11.8* | 20.5 | 1.1 | -7.2 | · | 0.3
O=C(NC1CCCC1)C1CCCN1S(=O)(=O)c1cccc2cccnc12 (stereo unspecified) | -9.8 | -0.4 | 1.1 | -1.0 | 0.9 | -6.6 | 1 | -2.0 | -17.1 | -0.1
O=[N+]([O-])c1ccccc1N/N=C/c1ccc2c(c1)OCO2 | -3.5 | 2.5 | 1 | 0.0 | 3.6 | 5.7 | 1.1 | 1.0 | -10.5 | -0.5
Cc1ccc(NC(=S)NC(NC(=O)N(C)C)C(Cl)(Cl)Cl)cc1 (stereo unspecified) | -1.4 | -8.9 | 1.1 | -0.3 | 2.3 | -1.2 | 1.1 | -1.3 | -10.2 | 0.1

Bioassay records as filed in PubChem BioAssay.
